Assay outcomes from PubChem BioAssay.
MEX-5 binding: C. elegans MEX-5 TCR-2 RNA binding activity. MEX-5/FITC-TCR2 RNA binding, fluorescence polarization; stronger effect = lower value. activity score (negative = inhibition of binding), % at 10 µM. 300,000 compounds, 0.38% hits;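 active means inhibition past about -25% in most replicates, and total fluorescence under double the plate's negative control median, limit read from the data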;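 further: 0% = DMSO and -100% = 5 µM competing unlabeled TCR2 RNA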
GLD-1 RNA inh: GLD-1-TGE RNA interaction inhibition (C. elegans); purified GLD-1 + fluorescein TGE RNA, fluorescence polarization; inhibition, % at 5.96 µM; Q17339; 320,000 compounds, 0.44% hits;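 active means percent inhibition above a per-plate cutoff, the plate mean of test compounds plus 3 SD, cut at about 30% in these data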;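 further: 0% = DMSO wells with GLD-1 and probe and 100% = wells lacking GLD-1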
Target sequence (Q17339 whole entry, looked up): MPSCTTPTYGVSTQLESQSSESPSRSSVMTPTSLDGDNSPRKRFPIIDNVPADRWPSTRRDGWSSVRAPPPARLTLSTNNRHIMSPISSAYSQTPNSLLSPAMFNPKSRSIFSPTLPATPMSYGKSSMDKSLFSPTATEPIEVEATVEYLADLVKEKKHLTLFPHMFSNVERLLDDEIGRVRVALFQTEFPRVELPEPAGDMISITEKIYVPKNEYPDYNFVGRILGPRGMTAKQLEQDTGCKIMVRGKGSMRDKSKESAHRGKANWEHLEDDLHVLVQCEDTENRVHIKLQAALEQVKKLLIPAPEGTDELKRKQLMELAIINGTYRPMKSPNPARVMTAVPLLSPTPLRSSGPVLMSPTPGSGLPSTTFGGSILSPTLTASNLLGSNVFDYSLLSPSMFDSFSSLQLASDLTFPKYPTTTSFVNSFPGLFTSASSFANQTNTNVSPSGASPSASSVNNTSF
Fam108B inh: Fam108B inhibition, counter-screen for RBBP9 inhibitors. inhibition, % at 9.51 µM. recombinant Fam108B, FP-Rh probe fluorescence polarization. 300,000 compounds, 0.33% hits;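 active means inhibition above the screen mean inhibition plus 3 SD, computed separately per campaign, cut at about 18% in these data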;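 further: inhibitors lower polarization as less probe binds the enzyme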
GSTO1 counter: GSTO1 inhibition, counter-screen for RBBP9 inhibitors; inhibition, % at 5.96 µM; recombinant GSTO1, activity-based probe fluorescence polarization; 300,000 compounds, 1.1% hits; AID 1974;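 active means inhibition above the campaign mean inhibition plus 3 SD, cut at about 35% in these data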;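 further: 0% = GSTO1-1 with DMSO and 100% = wells lacking GSTO1-1 enzyme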
Target sequence (P78417 whole entry, looked up): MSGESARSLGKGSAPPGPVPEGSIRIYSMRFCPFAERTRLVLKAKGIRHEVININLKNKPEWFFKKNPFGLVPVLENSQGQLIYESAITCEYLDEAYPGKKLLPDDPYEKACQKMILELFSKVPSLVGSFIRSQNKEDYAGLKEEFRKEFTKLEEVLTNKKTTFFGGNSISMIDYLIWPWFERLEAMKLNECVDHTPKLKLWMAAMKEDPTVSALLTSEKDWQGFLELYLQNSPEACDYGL
PAD4 FP inh: blocks human protein arginine deiminase 4; 330,000 compounds, 0.41% hits; inhibition, % at 6.36 µM; Q9UM07; recombinant PAD4, RCA probe fluorescence polarization;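 active means percent inhibition above a cutoff equal to the mean of all tested compounds plus 3 SD, cut at about 15% in these data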;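 further: 0% = PAD4 with RCA probe and DMSO and 100% = probe without PAD4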
MCL1-BIM inh: disrupts human MCL1 binding to BIM-BH3 peptide. GST-MCL1 / FITC-Bim-BH3 fluorescence polarization. Q07820. AID 2057. inhibition, % at 10.9 µM. 320,000 compounds, 0.68% hits;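 active means inhibition above the mean inhibition of all tested compounds plus 3 SD, set per campaign, cut at about 40% in these data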;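 further: 0% = DMSO wells and 100% = unlabeled Bim-BH3 peptide control; higher means more loss of mP so more displacement of Bim peptide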
BCLXL inh: Bcl-xL (human) inhibition | Q07817 | GST-Bcl-xL / FITC-Bim BH3 peptide fluorescence polarization | inhibition, % at 10.9 µM | 320,000 compounds, 0.7% hits | AID 2129;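 active means inhibition above the mean of all tested compounds plus 3 SD, cutoff set per campaign, cut at about 30% in these data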;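 further: 0% = DMSO wells and 100% = unlabeled Bim-BH3 peptide competitor; inhibitors lower millipolarization by displacing the labeled peptide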
Target sequence (Q07817 whole entry, looked up): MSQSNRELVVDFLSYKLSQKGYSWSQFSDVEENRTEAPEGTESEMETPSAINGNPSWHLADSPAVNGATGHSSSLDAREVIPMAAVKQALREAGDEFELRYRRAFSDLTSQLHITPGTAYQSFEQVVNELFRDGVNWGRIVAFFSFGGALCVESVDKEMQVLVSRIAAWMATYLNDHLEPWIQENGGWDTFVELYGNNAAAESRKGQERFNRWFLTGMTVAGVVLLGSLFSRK
PME-1 primary: PME-1 (human) inhibition | 320,000 compounds, 0.53% hits | recombinant PME-1, FP-Rh probe fluorescence polarization | Q9Y570 | inhibition, % at 5.9 µM;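 active means inhibition above the campaign mean of all compounds plus 3 SD, cut at about 26% in these data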;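 further: competitive labeling of PME-1 active site by serine hydrolase directed probe; 0% = PME-1 with DMSO and 100% = wells lacking PME-1 enzyme; inhibitors block probe labeling so polarization falls and inhibition rises; many of its hits are not listed in these tables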
TPT1 inh: blocks Candida albicans tRNA 2'-phosphotransferase; 300,000 compounds, 0.81% hits; inhibition, % at 5 µM; recombinant caTPT1, FP RNA substrate dephosphorylation;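 active means inhibition above the mean of all tested compounds plus 3 SD, set per screening campaign, cut at about 24% in these data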;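 further: plate controls were DMSO alone for no effect and ferristatin control at 100 nM for full effect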
* hit, by the source's call; · = not tested or not shown. An excerpt. The share of hits here may be higher or lower than overall.

Values run as follows: MEX-5 binding	GLD-1 RNA inh	Fam108B inh	GSTO1 counter	PAD4 FP inh	MCL1-BIM inh	BCLXL inh	PME-1 primary	TPT1 inh
(1) Cc1nc(Nc2ccc(Cl)cc2)c(C#N)c(=O)[nH]1
 : 1.1	-2.4	0.8	-1.3	1.1	8.0	0.5	8.5	-1.2
(2) COCCNS(=O)(=O)c1cc(OC)ccc1OC
 : 0.2	-2.6	1.7	1.9	-7.6	-1.7	-0.4	5.1	1.1
(3) Cc1ccccc1NC(=S)N(Cc1ccco1)C(C)c1ccccn1 (configuration not stated)
 : 0.8	3.1	-1.2	-4.7	-4.7	3.1	1.4	-10.1	-2.5
(4) O=C(N[C@H](CO)Cc1ccccc1)c1ccco1
 : -0.1	2.9	2.4	-0.4	1.1	1.8	1.1	-4.9	0.0
(5) CC(C)N1CCc2c(sc(NC(=O)CN3C(=O)c4ccccc4C3=O)c2C(N)=O)C1
 : -8.7	14.5	-1.1	-1.7	-2.0	7.1	4.8	-2.5	0.6
(6) COCC(C)NC(=O)c1cc2cccc([N+](=O)[O-])c2[nH]1 (configuration not stated)
 : 0.4	0.9	1.9	10.4	3.9	3.6	3.9	10.3	1.3
(7) CCC(C)(C)NC(=O)C(c1ccncc1)N(Cc1cccs1)C(=O)Cn1nnc2ccccc21 (configuration not stated)
 : -0.4	-2.6	3.2	-0.2	1.9	-8.8	-6.0	-2.2	2.5
(8) COC(=O)C(C)n1nnc2sc(-c3ccccc3)cc2c1=O (configuration not stated)
 : 0.4	-5.7	-1.9	2.6	-11.9	-8.1	-5.0	0.7	26.2*
(9) COc1ccc(-c2noc(CN(C)C(=O)c3ccoc3C)n2)cc1
 : 1.7	1.4	-0.8	1.9	-1.1	1.6	0.3	1.5	2.4
(10) Cc1cc(NC(=O)CCC(=O)N(c2ccccc2)C2(C(=O)NC3CCCCC3)CCCC2)no1
 : -1.4	-0.3	-2.0	11.0	-4.3	-1.2	4.5	1.5	-2.0
(11) CCOC(=O)Cc1cnc(NC(=O)c2ccccc2)s1
 : 1.8	10.3	2.6	-6.7	-1.8	11.4	7.8	3.2	-1.7
(12) Cc1ccc(S(=O)(=O)Nc2cccc(C(=O)NCC3(N4CCCCC4)CCCCC3)c2)cc1F
 : -1.8	-1.4	1.8	-0.4	-2.7	2.7	3.7	2.0	0.6
(13) Cc1ccc(CNc2ncnc3cc(Cl)ccc23)o1
 : 2.3	1.1	-1.9	-2.0	-0.5	-3.5	3.8	-4.0	3.6
(14) Cc1ccc(S(=O)(=O)N(CC(=O)Nc2cccc([N+](=O)[O-])c2)Cc2ccc(Cl)cc2)cc1
 : -1.7	-6.7	-21.8	-11.6	-0.9	6.9	4.8	-35.1	-7.3
(15) CC1(c2ccccc2)CC(C)(C)N(C(N)=O)c2ccccc21 (configuration not stated)
 : -0.5	-8.9	-1.1	6.3	-4.4	4.6	2.8	4.9	-1.7
(16) Cc1ccc(S(=O)(=O)N2CC(C)N(S(C)(=O)=O)C2)cc1 (configuration not stated)
 : -2.5	-4.5	-2.1	5.1	-0.2	7.3	0.7	-1.7	3.0
(17) O=C(NC1CCCCC1)c1cc(Cl)ccc1[N+](=O)[O-]
 : 3.3	4.9	1.8	5.7	-0.4	0.3	-0.4	-0.8	-2.1
(18) c1ccc2c(CN3CCCCC3)csc2c1
 : 2.2	2.6	0.7	0.8	-1.2	1.8	1.8	-4.3	-2.5
(19) CN(C)c1cccc(-c2nnc(SCCCC#N)o2)c1
 : -0.7	2.4	3.8	0.6	5.4	-0.3	0.1	3.9	0.6
(20) CC(C)CCN(CCC(C)C)CC(O)Cn1c2ccccc2c(=O)c2ccccc21 (configuration not stated)
 : -1.7	1.6	-1.4	0.3	-0.7	1.8	1.3	-1.2	5.1
(21) CCc1cccc(C)c1NC(=O)CSc1nc2ccc(N3C(=O)c4ccccc4C3=O)cc2s1
 : 1.7	-0.4	-40.2	-19.0	2.3	1.2	2.4	-22.3	3.5
(22) CCc1ccc(NC(=O)NCCCN2CCCC2=O)cc1
 : 0.1	0.0	-2.5	1.8	0.2	-6.5	4.2	-0.9	-0.6
(23) COc1ccc(-n2c(C)cc(/C=C3\SC(=S)NC3=O)c2C)cc1
 : 1.1	-19.8	0.4	10.8	-7.1	-26.4	-10.5	1.4	30.5*
(24) Cc1ccc(C2CC(C(F)(F)F)n3ncc(C(=O)NCc4ccco4)c3N2)cc1 (configuration not stated)
 : 4.4	6.7	1.6	-3.8	0.7	8.6	0.6	7.0	-1.2
(25) CCCCNC(=S)N(C)/N=C/c1c(F)c(F)c(F)c(F)c1F
 : -4.7	2.8	4.1	2.1	3.9	3.4	4.0	0.3	-0.9
(26) O=C(NCc1ccccn1)c1cc(-n2cnnc2)ccc1Cl
 : -2.0	-0.3	-6.5	-3.8	-3.0	0.3	-1.4	2.0	-0.1
(27) CCn1cc(CCC(=O)NCc2cccc(OC)c2OC)c2ccccc21
 : 1.9	3.0	0.5	1.5	-2.5	-2.3	1.2	4.6	-0.9
(28) C=CCOc1c2ccc(C(=O)NCc3ccc(C)cc3)cc2nn1C
 : -5.2	0.8	-1.7	6.2	0.9	2.3	-0.2	0.4	-2.3
(29) CCOC(=O)c1c(C(C)(C)C)oc2ccc(OCC#N)cc12
 : 0.5	10.7	-9.1	10.4	1.0	-3.4	1.6	0.2	-5.3
(30) O=C(COc1ccc(Br)cc1)NNC(=S)NCc1ccccc1
 : 1.2	0.0	4.2	-0.4	-3.0	-2.8	-1.3	-3.9	-6.6

An excerpt from above in order of the PME-1 primary value, low to high:
| no. | compound | PME-1 primary |
| --- | --- | --- |
| 13 | Cc1ccc(CNc2ncnc3cc(Cl)ccc23)o1 | -4.0 |
| 7 | CCC(C)(C)NC(=O)C(c1ccncc1)N(Cc1cccs1)C(=O)Cn1nnc2ccccc21 (configuration not stated) | -2.2 |
| 12 | Cc1ccc(S(=O)(=O)Nc2cccc(C(=O)NCC3(N4CCCCC4)CCCCC3)c2)cc1F | 2.0 |

(cont.)
Values run as follows: MEX-5 binding	GLD-1 RNA inh	Fam108B inh	GSTO1 counter	PAD4 FP inh	MCL1-BIM inh	BCLXL inh	PME-1 primary	TPT1 inh
(31) Cc1ccccc1-n1c(Cn2c(=O)sc3ccccc32)nnc1SCC(=O)N1CCCC1
 : 1.5	-3.1	0.3	3.9	6.0	7.1	-5.1	0.5	-3.8
(32) O=c1oc2c(CN3CCCCC3)c(O)ccc2c2c1CCCCC2
 : ·	9.3	-2.0	-2.6	-3.6	-4.0	1.3	-1.0	-3.4
(33) Cc1cccc(N2CCN(S(=O)(=O)c3ccc(-c4cc(C)no4)s3)CC2C)c1 (configuration not stated)
 : -0.5	-2.4	2.2	-0.5	-3.3	-2.6	-0.7	-2.3	-4.3
(34) O=C(C/C(=N\NC(=O)c1ccccc1Br)C(F)(F)F)c1cccs1
 : 0.7	4.2	1.6	15.0	-0.1	12.5	2.2	-3.1	0.7
(35) COc1ccc(C(=O)NC2CCSc3ccccc32)cc1S(=O)(=O)N1CCOCC1 (configuration not stated)
 : 0.5	9.4	-1.2	-2.1	1.7	-3.4	0.4	-2.1	0.2
(36) COc1c(F)c(F)c(C(=O)Nc2ccc(NC(=O)c3ccco3)cc2)c(F)c1F
 : -0.3	-5.8	-20.0	-3.8	0.0	-13.2	-3.8	-31.4	2.2
(37) CC1(C)CC(NC(=O)c2cc(Cl)ccc2Cl)CC(C)(C)N1
 : 1.1	-2.8	2.8	3.0	3.5	10.6	0.7	-4.2	-0.6
(38) CCOc1ccc(NC(=S)N2CCCN(Cc3cc(C)ccc3C)C2)cc1
 : 1.3	-1.0	-4.7	1.6	-3.6	0.8	6.7	8.4	-1.5
(39) CCn1cc(C(=O)O)c(=O)c2cc(Br)ccc21
 : -0.1	-3.1	2.6	-0.4	-2.9	0.4	5.0	-3.3	-3.1
(40) COc1ccc(CCNc2nc(C)nc3c2oc2ccccc23)cc1OC
 : -0.6	3.8	-2.6	-5.9	-1.9	2.6	2.3	2.7	1.4
(41) CCC(C)(C)NC(=O)CN(C(=O)CCC(=O)Nc1nccs1)c1ccccc1C
 : 2.9	5.5	0.2	5.4	-2.3	-4.8	3.6	-4.5	-0.9
(42) CCCn1cc(CN2CCCC(CNC(=O)c3ccc(F)cc3)C2)c(C)n1 (configuration not stated)
 : 3.1	4.5	1.2	7.3	-2.2	2.8	8.0	-2.8	0.1
(43) CCn1c(O)c(C2=c3ccccc3=NC2=O)c2cc(Br)ccc21
 : 0.3	-9.1	1.4	1.7	2.0	-0.7	1.8	1.6	1.1
(44) CCc1ccc(NC(=O)[C@H](NC(=O)[C@@H]2Cc3ccccc3CN2)c2ccccc2)cc1
 : -0.6	-5.9	-1.8	-11.0	-7.1	-1.6	-0.1	-6.5	1.4
(45) O=C(O)C1(NS(=O)(=O)c2ccc(Cl)cc2)CCCCC1
 : 1.9	-5.8	2.6	-2.4	1.2	5.7	6.5	-1.5	-4.4
(46) COc1cc(Cl)ccc1OCc1cc(C(=O)N(C)C2CC(C)(C)NC(C)(C)C2)no1
 : -2.0	1.8	-1.0	-1.0	-1.2	5.3	5.2	-1.9	1.0
(47) Clc1ccccc1CO/N=C1\CCCc2nonc21
 : -1.4	5.7	1.0	0.8	-1.9	0.6	3.7	4.1	2.5
(48) CCc1c(C)nc(Nc2nc(C)c3ccc(OC)cc3n2)[nH]c1=O
 : 0.7	7.2	-0.4	0.1	-4.6	-12.1	3.0	-3.7	2.0
(49) O=C(/C=C/c1ccccc1)NC(=S)Nc1ccc(CN2CCOCC2)cc1
 : -1.6	2.6	1.0	4.2	2.2	7.5	7.5	-2.4	-3.0
(50) CC(=O)N1CCN(CC(=O)Nc2cc(F)ccc2C)CC1
 : 1.4	0.9	-0.7	5.9	0.5	0.0	6.0	1.6	1.0
(51) Cc1nn(CC(=O)NCCN2CCCCC2C)c(=O)c2cc(-c3ccccc3)nn12 (configuration not stated)
 : -3.0	1.4	-1.0	4.2	-1.4	4.5	8.5	-2.1	-1.6

Filtered by structure: the compounds so far with a COOH group
Values run as follows: MEX-5 binding	GLD-1 RNA inh	Fam108B inh	GSTO1 counter	PAD4 FP inh	MCL1-BIM inh	BCLXL inh	PME-1 primary	TPT1 inh
(39) CCn1cc(C(=O)O)c(=O)c2cc(Br)ccc21
 : -0.1	-3.1	2.6	-0.4	-2.9	0.4	5.0	-3.3	-3.1
(45) O=C(O)C1(NS(=O)(=O)c2ccc(Cl)cc2)CCCCC1
 : 1.9	-5.8	2.6	-2.4	1.2	5.7	6.5	-1.5	-4.4
